Screening results: PubChem, several laboratories
FXIIa inh 1536 – blocks human coagulation factor XIIa protease activity; P00748; 0.3% of 220,000 active; purified FXIIa, Boc-QGR-AMC fluorogenic substrate, 2 h; inhibition, % at 5 µM; in the data active = inhibition above about 40%;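 also: 0% = enzyme with no compound and 100% = blank without enzyme; many of its hits are not listed in these tables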
Calpain2 inh – blocks pig calpain II enzyme activity | 0.37% of 220,000 active | inhibition, % at 16 µM | purified calpain II, fluorogenic peptide substrate, 30 min;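 active = inhibition above about 50%, limit read from the data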
Cl transport mod – modulators of human KCC2 chloride dependent transport | Q9H2X9 | KCC2 cells, thallium flux FluoZin-2 fluorescence | B-score of Tl+ flux slope (higher = more flux/activation; lower = inhibition) at 10 µM | 2.2% of 190,000 active | AID 1456;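 active = thallium flux slope and its plate-corrected score both differing from the plate sample mean at a set confidence after two filtering rounds, in either direction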;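 also: slope of fluorescence scaled to starting intensity during 10 to 20 s after thallium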
Rad51 HR inh – Rad51 (human) homologous recombination inhibition; 0.085% of 200,000 active; hRad51 DNA strand exchange, fluorescence dequenching; AID 1385; Q06609; inhibition, % at 10 µM;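 active = inhibition above 40% at the single screening dose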;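 also: 0% = DMSO control wells and 100% = blanks with heterologous ssDNA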
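Test system: preformed human Rad51 ssDNA filaments; also added: Donor/quencher-labelled 47-bp dsDNA substrate; doses: 10 µM final, single point; times: 37 °C 15-min filament assembly, 30-min compound preincubation, 15-min exchange; detection: FRET fluorescence dequenching, excitation 485 nm, emission 520 nm; read-out basis: Fluorescence-based percent inhibition, control- and blank-normalised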
FXIa inh – blocks human coagulation factor XIa protease activity; purified FXIa, Boc-Glu-Ala-Arg-AMC fluorogenic substrate; inhibition, % at 5 µM; 0.14% of 220,000 active;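 active = inhibition of at least 40%; inactive = inhibition below 40%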;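 also: fluorescence of freed AMC excited at 355 nm; 0% = enzyme without compound and 100% = no enzyme blank; many of its hits are not listed in these tables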
hK5 inh – blocks human kallikrein 5 protease activity. Q9Y337. 0.59% of 210,000 active. AID 873. recombinant hK5, fluorogenic AMC substrate cleavage. inhibition, % at 5 µM;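 active = inhibition of 40% or more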;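 also: 0% = enzyme controls without compound and 100% = no-enzyme blanks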
Furin inhibitor – blocks human furin protease activity; 0.061% of 220,000 active; inhibition, % at 30 µM; AID 463115; purified furin, fluorogenic substrate cleavage; P09958; in the data active = inhibition above about 25%; also: inactives centre near -15
thrombin 1536 – inhibitors of human thrombin; P00734; alpha-thrombin, Boc-VPR-AMC fluorogenic substrate cleavage; inhibition, % at 5 µM; 0.26% of 220,000 active; AID 1046;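 active = inhibition at or above 40%; inactive = inhibition below 40%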;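 also: 0% = enzyme with no compound and 100% = wells without enzyme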
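System – human alpha-thrombin protein · Reagent – Boc-VPR-AMC substrate, 15 µM final · Compound – 5 µM single dose in 0.2% DMSO · Schedule – reaction at room temperature · Technique – AMC fluorescence at 355 nm excitation and 460 nm emission · Read-out basis – % inhibition relative to enzyme controls and enzyme-free blanks · Control set – no-compound enzyme wells and no-enzyme blanks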
PERK inh – blocks human PERK kinase. Q9NZJ5. CHO PERK-DD fusion, SEAP luminescence translation reporter. inhibition, % at 5.6 µM. 0.17% of 220,000 active. AID 1416;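 active = inhibition above the mean inhibition of all tested compounds plus 3 SD, set separately per screening campaign, cut at about 2.9% in these data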;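 also: PERK kinase domain activated by AP20187 dimerizer at 100 nM; 0% = DMSO with dimerizer and 100% = rapamycin at 8.4 µM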
Target sequence (Q9NZJ5 whole entry, looked up, the tested form may be a part): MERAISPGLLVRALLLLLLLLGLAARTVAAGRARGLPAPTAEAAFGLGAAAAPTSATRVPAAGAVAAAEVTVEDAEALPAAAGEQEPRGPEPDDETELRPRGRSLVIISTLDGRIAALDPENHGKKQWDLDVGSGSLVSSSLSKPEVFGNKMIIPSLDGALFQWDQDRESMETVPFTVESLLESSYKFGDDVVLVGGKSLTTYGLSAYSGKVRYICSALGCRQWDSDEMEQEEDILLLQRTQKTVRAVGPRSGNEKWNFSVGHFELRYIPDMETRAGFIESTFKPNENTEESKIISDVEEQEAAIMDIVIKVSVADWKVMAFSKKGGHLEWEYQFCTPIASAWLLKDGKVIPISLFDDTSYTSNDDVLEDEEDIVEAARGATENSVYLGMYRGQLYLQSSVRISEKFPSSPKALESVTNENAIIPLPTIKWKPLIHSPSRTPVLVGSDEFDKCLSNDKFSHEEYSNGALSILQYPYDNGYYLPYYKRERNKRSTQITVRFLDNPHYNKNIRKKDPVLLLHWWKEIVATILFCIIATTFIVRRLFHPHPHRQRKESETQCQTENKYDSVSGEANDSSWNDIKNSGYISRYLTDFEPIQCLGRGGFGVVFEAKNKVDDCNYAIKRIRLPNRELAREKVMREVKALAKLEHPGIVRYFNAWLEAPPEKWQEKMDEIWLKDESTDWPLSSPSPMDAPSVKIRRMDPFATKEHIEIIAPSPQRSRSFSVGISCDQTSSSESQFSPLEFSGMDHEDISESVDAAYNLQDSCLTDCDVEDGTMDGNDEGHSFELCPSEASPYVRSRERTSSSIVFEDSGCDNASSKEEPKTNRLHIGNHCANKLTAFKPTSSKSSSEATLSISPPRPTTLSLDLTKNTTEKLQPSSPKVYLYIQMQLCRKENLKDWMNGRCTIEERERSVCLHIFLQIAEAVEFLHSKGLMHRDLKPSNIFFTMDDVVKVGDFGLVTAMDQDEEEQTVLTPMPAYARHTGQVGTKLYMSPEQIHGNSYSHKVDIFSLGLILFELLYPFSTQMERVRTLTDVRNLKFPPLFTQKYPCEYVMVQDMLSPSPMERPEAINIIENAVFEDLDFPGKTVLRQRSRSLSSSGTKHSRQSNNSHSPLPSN
The depositor's hits bear a star; nt = no result given; [ ] = another dose, or the depositor's remark. The list is partial; count on the stated rates, not on these rows.

entry	SMILES	FXIIa inh 1536	Calpain2 inh	Cl transport mod	Rad51 HR inh	FXIa inh	hK5 inh	Furin inhibitor	thrombin 1536	PERK inh
1	CCOC(=O)C1(CC2CC2)CCN(Cc2cnc(N(C)C)s2)CC1	-1	-15	0.73	5	-6	-6	-26	-5	-0.5
2	c1ccc(CSc2nc3ccccc3[nH]2)cc1	6	-8	-0.19	6	1	1	-28	1	1.8
3	COc1cccc(C2=NOC(C(=O)N3CCc4ccccc4C3)C2)c1 (stereo not drawn)	16	8	-2.4	3	4	0	-7	1	-1.0
4	Nc1ccc2nc(-c3cccnc3)[nH]c2c1	4	19	0.93	-2	2	-6	-11	-1	0.9
5	CN1C(=S)SC(C)(NO)C1(C)C (stereo not drawn)	18	4	0.49	-12	1	-19	-10[20 µM]	4	0.3
6	COc1ccccc1N1CCN(C(=O)C2CCC(Cn3c(=S)[nH]c4ccccc4c3=O)CC2)CC1 (stereo not drawn)	10	-14	0.23	4	4	-22	-29	-5	0.9
7	O=C(COC(=O)c1ccc2c(c1)OCO2)NC1CCS(=O)(=O)C1 (stereo not drawn)	10	-20	-3.7	4	11	7	-14	2	0.4
8	CCN(CC)C(=O)N1CCN(S(=O)(=O)c2ccccc2)CC1	7	-39	0.91	-9	-1	6	-20	-9	1.1
9	COCCn1cnnc1SCC(=O)c1ccc(S(=O)(=O)N2CCCC2)cc1	1	-19	0.54	1	-1	4	-14	9	1.0
10	CCOC(=O)c1cc2c(ccn2C)n1CC(=O)N1CCN(c2ccccc2)CC1	10	-24	-2.3	-5	0	-12	-31	-12	-0.9
11	COc1ccc(NC(=O)CN2CCC3(O)CCCCC3C2c2ccccc2OC)cc1 (stereo not drawn)	0	0	0.035	4	2	1	-17	-1	0.6
12	O=C(Cc1ccccc1)NC(NNc1ccccc1)(C(F)(F)F)C(F)(F)F	21	-15	-0.28	-3	12	13	-29[20 µM]	2	1.1
13	Cc1nn(-c2ccccc2)c(C)c1NC(=O)CCl	-2	19	-0.79	nt	-9	-33	-19	-8	-0.1
14	Cc1ccc(/C=N/n2c(-c3ccccn3)n[nH]c2=S)o1	10	5	0.04	-1	-6	-2	-24	-2	0.4
15	O=C(c1cccs1)N(C(=O)c1cccs1)c1ccc(Br)cn1	32	-9	-0.89	-4	2	2	-2[20 µM]	2	-0.1
16	COc1cccc(-n2c(SCC(N)=O)nc3c([nH]c4ccccc43)c2=O)c1	16	-35	-1.1	nt	1	-3	-18	1	0.1
17	N#Cc1cnc2ncnn2c1-c1ccccc1	6	6	1.7	nt	-2	-4	-1	1	1.5
18	O=C(Nc1ccc2cn[nH]c2c1)c1ccccc1F	15	-6	-0.069	1	7	-6	-30	4	1.4
19	CC(C)CCn1c(SCC(=O)OCn2nnc3ccccc3c2=O)nc2ccccc2c1=O	1	7	1.2	1	3	-24	-21[20 µM]	-3	-0.3
20	CCOC(=O)N1CCN(c2c(N3CCN(c4ccccc4OC)CC3)c(=O)c2=O)CC1	nt	nt	-0.68	3	nt	nt	-22	nt	-0.1

Next section.
entry	SMILES	FXIIa inh 1536	Calpain2 inh	Cl transport mod	Rad51 HR inh	FXIa inh	hK5 inh	Furin inhibitor	thrombin 1536	PERK inh
21	CCN(CC(=O)Nc1ccccc1OC)C(=O)C1CC2C=CC1C2 (stereo not drawn)	-6	5	-0.68	0	-3	-7	-5	-9	1.1
22	CCOc1cc(C2C(C(=O)c3ccccc3)=C(C(=O)OC)Nc3nnnn32)ccc1O (stereo not drawn)	6	-36	1	0	1	-16	-14[20 µM]	-5	0.8
23	CCSc1nnc2ccc(-c3cccs3)nn12	8	-168	-1	-1	-4	-10	-12	5	-0.2
24	O=C(NNc1ccc([N+](=O)[O-])cc1)C1C2CCCCC21 (stereo not drawn)	9	-18	-0.04	-11	4	-7	-13	-14	1.3
25	Nn1cc(-c2ccccc2)nc1SCC(=O)Nc1ccc2c(c1)OCO2	8	3	0.14	nt	9	-23	-24	0	0.2
26	Cc1ccc2cccc(SCC(=O)NCc3ccco3)c2n1	4	-117	0.41	3	-4	-26	-22	-3	0.0
27	COc1cccc(C2CC(=O)NC3=C2C(=O)CCC3)c1 (stereo not drawn)	3	6	nt	4	9	6	-19	4	1.2
28	Cc1nnc(SCC(=O)Nc2sc3c(c2C#N)CCCCC3)n1N	14	-41	0.24	-6	5	-1	-8[20 µM]	5	-0.3
29	COc1cc2c(cc1OC)C1(CCCC1)C(N)=C2C#N	12	-5	0.89	-5	0	5	-4[20 µM]	2	-1.7
30	O=c1c2c3c(sc2nc2sc(C4CC4)nn12)CCCC3	8	-75	nt	-3	-3	-1	4[20 µM]	-1	0.4
31	CCCc1cc(=O)[nH]c(SCC(=O)c2cc(C)n(CCOC)c2C)n1	4	5	-0.058	14	9	2	-24	-19	0.4
32	Cc1ccc(NC(=O)COC(=O)CCc2nc3ccccc3n2-c2ccccc2)c(C)c1	12	-4	-0.4	10	-7	-7	-31	2	1.6
33	COc1ccc(C)cc1S(=O)(=O)N1CC(C)OC(C)C1 (stereo not drawn)	4	-21	-0.084	6	-2	-1	-30	-13	0.1
34	CC(C)(C)C(=O)Nc1ccc(C(=O)NCc2cccnc2)cc1	2	-22	nt	-4	-7	-35	-7[20 µM]	-4	-1.4
35	Cc1cccc(-n2c(O)c(C=Nc3c(C)n(C)n(-c4ccccc4)c3=O)c3ccccc3c2=O)n1	10	-82	nt	8	-1	-6	-3	-1	0.0
36	CCOc1ccccc1-c1nnc(SCC(=O)Nc2ccccc2)o1	9	17	0.91	7	-7	-9	-26[20 µM]	-1	0.3
37	CCS(=O)(=O)n1nc(-c2ccc(Cl)cc2)nc1SC	0	23	0.16	-12	3	8	-25[20 µM]	1	1.3
38	Cc1ccc(NC(=O)COC(=O)CC2CCCC2)cc1Cl	6	0	-0.24	-7	-7	-6	-23	5	0.6
39	Cc1nc(NC(C)C)c2cnn(CCc3ccccc3)c2n1	11	11	0.075	-5	3	-7	-17[20 µM]	2	-0.8
40	CC1S/C(=C(\C#N)C(=O)NCc2ccco2)N(c2ccc(F)cc2)C1=O (stereo not drawn)	10	-34	0.54	-4	-13	-31	-4	-2	-0.1

The last 2 records of the section above lead into the next:
entry	SMILES	FXIIa inh 1536	Calpain2 inh	Cl transport mod	Rad51 HR inh	FXIa inh	hK5 inh	Furin inhibitor	thrombin 1536	PERK inh
39	Cc1nc(NC(C)C)c2cnn(CCc3ccccc3)c2n1	11	11	0.075	-5	3	-7	-17[20 µM]	2	-0.8
40	CC1S/C(=C(\C#N)C(=O)NCc2ccco2)N(c2ccc(F)cc2)C1=O (stereo not drawn)	10	-34	0.54	-4	-13	-31	-4	-2	-0.1
41	COc1ccccc1NC(=S)N=Nc1c(O)[nH]c2ccc(Br)cc12	3	4	9.1*	-10	5	7	-25	-5	0.2
42	CCOc1cc(/C=N\NC(=O)Cc2ccccc2)ccc1OCC(=O)Nc1ccc(C)c(C)c1	-3	-16	1.4	nt	-8	-30	-15[20 µM]	0	0.3
43	CN(c1ccc(OCC(=O)N2CCCCC2)cc1)S(=O)(=O)c1cccs1	15	-29	0.17	6	3	4	-13	1	-0.4
44	O=C(NCCN1CCN(c2ccccc2F)CC1)C1CCCN(S(=O)(=O)c2cnc[nH]2)C1 (stereo not drawn)	5	7	1	nt	4	13	-14	12	1.0
45	CCOC(=O)C1(CC)NC(c2ccco2)C2C(=O)N(CC)C(=O)C21 (stereo not drawn)	5	-20	0.46	2	2	2	-15[20 µM]	-2	0.3
46	NCCNc1cc(N2CCCC2)ccc1[N+](=O)[O-]	6	0	0.34	7	-1	-5	-5	-14	0.1
47	Cc1ccc(S(=O)(=O)/N=C(/Nc2ccc3[nH]c(=O)[nH]c3c2)c2ccc(F)cc2)cc1	10	-14	-0.16	18	-2	-6	-25	5	0.9
48	Cc1nc(NCc2ccccc2)c(C(N)=O)c2c1COC(C)(C)C2	23	-181	0.76	4	10	-2	-22	3	0.8
49	O=S1(=O)N=C(N2CCc3ccccc3C2)c2ccccc21	11	-24	nt	-5	-3	-15	-28	2	0.2
50	O=C1NC2(CCC3(CC2)OCCO3)NN1c1ccccc1	-9	-3	-0.019	3	-4	-7	-26	-7	0.5
51	N#Cc1ccccc1NC(=O)CNc1ccccc1N1CCCCC1	0	-20	0.63	6	-11	-26	-16[20 µM]	2	-0.4
52	CCOC(=O)c1c(NC(=O)CN2C(=O)NC(C)(c3ccc(OC(F)F)cc3)C2=O)sc(C)c1C (stereo not drawn)	19	9	0.0079	-17	16	-10	-32	-2	-0.8
53	CCOc1ccc(C(=O)c2nc3c(n2O)CCCC3)cc1	-4	32	-0.28	1	2	-6	-11	-16	1.6
54	Cc1ccc(/C=N/NS(=O)(=O)c2ccc([N+](=O)[O-])cc2)o1	3	5	0.01	-3	7	1	-6	0	0.4
55	COc1ccccc1CN1C(=O)[C@@H]2C(CC(N)=O)NC3(C(=O)Nc4c3ccc(Cl)c4C)[C@@H]2C1=O (stereo partly drawn)	11	-22	nt	-1	7	-9	-23	-3	0.3
56	O=C(NCC1CC1)c1ccc(Oc2cc(Cl)cc(Cl)c2)o1	4	16	0.47	16	3	-8	-4	-7	1.7
57	CCOC(=O)Cc1csc(NC(=S)NC(=O)C(C)(C)C)n1	4	-180	15*	9	0	-8	-16	-8	0.3
58	CCOC(=O)N1CCC(NC(=O)CSc2cc(=O)n(CC)c3ccccc23)CC1	11	13	-0.68	0	-3	5	-3	-3	-0.1
59	Cc1ccc2nnc(Cl)n2n1	-8	-6	0.66	nt	-12	1	-19	-5	0.9
60	CC(C)n1nc(C(=O)Nc2ccccc2N2CCOCC2)c2ccccc2c1=O	0	21	0.22	-4	0	-14	-5	-14	0.0

Values in list order from above:
FXIIa inh 1536, compounds 41–48 → 3, -3, 15, 5, 5, 6, 10, 23

Going on with the list:
entry	SMILES	FXIIa inh 1536	Calpain2 inh	Cl transport mod	Rad51 HR inh	FXIa inh	hK5 inh	Furin inhibitor	thrombin 1536	PERK inh
61	NC(=O)C1CCN(C(=O)COc2ccc(Nc3ccccc3)cc2)CC1	10	-5	nt	-2	0	3	-5	1	1.2
62	O=C(COc1ccc(Cl)cc1Cl)NC(=S)Nc1ccccc1C(=O)O	5	11	-4	-6	-4	2	-19	-6	0.4
63	CCc1ccc(NC(=O)Nc2ccncc2)cc1	2	-18	-0.014	-3	-3	-4	-15	2	0.8
64	COc1ccc(C(=O)NNC2=Nc3cccc4cccc2c34)cc1	5	-38	-0.29	12	-1	-7	-29	-7	1.3
65	CC(=O)Nc1cccc(NC(=O)CSc2ccc3nnc(CCNC(=O)c4ccccc4)n3n2)c1	6	2	0.38	14	-5	-13	-20	1	1.7
66	C=CCn1c(C(CCC(C)C)CC(C)(C)O)n[nH]c1=S (stereo not drawn)	7	2	nt	-14	5	-23	-20[20 µM]	-12	-0.6
67	CCCCCC/C=C/c1ccc(OC)c([C@H]2[C@H]3C=CC[C@@H](C)[C@@H]3C(=O)N2Cc2ccccc2)c1	10	14	-0.028	1	1	3	-23	0	nt
68	Cn1nnnc1SCCNCc1cc(Cl)ccc1OCc1ccccc1	8	9	-1.7	-3	-3	-10	-10	-4	-1.1
69	CCOCCn1c(SCc2ccc(C)cc2)nc2c1c(=O)[nH]c(=O)n2C	7	2	0.5	0	6	-14	-14	0	-0.4
70	CSc1nc2ccccc2cc1/C=C(\C#N)c1ccc(Cl)cc1Cl	14	-23	0.41	-1	3	-20	-4	0	0.2
71	COc1ccc(CCNC(=O)CSc2cccc3cccnc23)cc1OC	7	25	2	1	-2	0	-5	-7	0.0
72	C=CCn1c(SCC(=O)NCCCC(=O)OCC)nc2scc(-c3ccco3)c2c1=O	5	-7	-1.3	-4	-7	-2	-23	-25	0.1
